p-CIP stab down: p/CIP-EGFP fusion destabilizers, primary screen, fluorescence, F442A cells; decrease of EGFP signal, % at 10 µM; 16 h; actives 0.01% (n = 290,000); Q05BA5;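 active = EGFP signal decrease of at least 30% at 10 µM or well 3 SD below plate mean, unless failing retest; inactive = the rest, including hits failing retest or dose response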; note: some compounds called inactive have numbers as strong as hits; many of its hits are not listed in these tables
PfM18AAP inh: PfM18AAP inhibitors, malaria aminopeptidase, primary screen, biochemical, QFRET, recombinant enzyme. M18 aspartyl aminopeptidase (Plasmodium falciparum 3D7). H-Glu-NHMec fluorogenic cleavage. actives 1.2% (n = 290,000). inhibition, % at 7.35 µM;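 active = inhibition above the campaign mean inhibition over all tested compounds plus 3 SD, cut at about 28% in these data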;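 note: 0% = plate median of test compound wells and 100% = 2 mM ZnCl2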
MEKK3 PB1 HTS: modulators of MEKK3-MEK5 PB1 binding, primary screen, biochemical, wildtype MEKK3, multiplex bead flow cytometry, Alexa488-MEK5 | Mitogen-activated protein kinase kinase kinase 3 (Homo sapiens), Q99759 | bead-based flow cytometry, Alexa488-MEK5 binding to MEKK3; actives lie on both sides; 0 = blocked by unlabeled MEK5, 100 = vehicle | binding response (% of control), % at 10 µM | actives 1.4% (n = 290,000);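 active = binding response more than 3 SD above or below the average of its plate-row segment, actives on both sides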;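 note: Alexa488 bead fluorescence after subtracting the streptavidin-only scavenger bead signal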
Target sequence (Q99759 whole entry, looked up): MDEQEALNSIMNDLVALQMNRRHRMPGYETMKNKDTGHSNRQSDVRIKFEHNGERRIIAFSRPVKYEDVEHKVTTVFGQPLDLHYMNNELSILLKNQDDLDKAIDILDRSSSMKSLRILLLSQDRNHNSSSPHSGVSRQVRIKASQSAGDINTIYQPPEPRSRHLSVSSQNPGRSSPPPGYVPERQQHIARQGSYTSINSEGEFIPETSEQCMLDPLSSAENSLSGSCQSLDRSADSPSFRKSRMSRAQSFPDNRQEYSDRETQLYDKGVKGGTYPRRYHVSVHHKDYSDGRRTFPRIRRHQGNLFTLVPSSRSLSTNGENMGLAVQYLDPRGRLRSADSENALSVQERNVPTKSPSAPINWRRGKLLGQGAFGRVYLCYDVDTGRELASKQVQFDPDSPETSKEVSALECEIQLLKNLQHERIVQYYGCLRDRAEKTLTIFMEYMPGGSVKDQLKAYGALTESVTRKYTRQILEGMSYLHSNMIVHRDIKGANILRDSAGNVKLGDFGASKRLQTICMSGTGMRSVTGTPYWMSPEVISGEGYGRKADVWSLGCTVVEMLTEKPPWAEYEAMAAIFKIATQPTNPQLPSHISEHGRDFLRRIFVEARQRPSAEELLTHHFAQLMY
NALP1 yeast inh: NALP1 inflammasome inhibitors in reconstituted yeast, colorimetric, S. cerevisiae, triplicate retest | S. cerevisiae NALP1/ASC/caspase-1 growth, X-gal OD620, 72 h | inhibition, % at 10 µM | actives 0.61% (n = 280,000); in the data active = inhibition mostly above about 24%, no sharp cut-off; inactive = mostly below about 32%; note: some compounds called inactive have numbers as strong as hits
UBC9 SUMO inh: inhibitors of in vitro SUMOylation cascade, primary screen, biochemical, HTRF, uHTS. inhibition, % at 35 µM. SUMO-conjugating enzyme UBC9 (Homo sapiens), P63279. HTRF SUMOylation assay, SAE1/SAE2 + UBC9. actives 0.36% (n = 290,000); in the data active = inhibition above about 50%, passing the limit was not always enough; note: strong numbers were not always called active
Target sequence (P63279 whole entry, looked up): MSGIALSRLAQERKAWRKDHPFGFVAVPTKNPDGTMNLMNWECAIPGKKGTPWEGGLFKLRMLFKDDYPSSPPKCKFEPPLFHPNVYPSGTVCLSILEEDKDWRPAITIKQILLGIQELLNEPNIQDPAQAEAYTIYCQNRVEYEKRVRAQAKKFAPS
IDE cell inh: human IDE inhibitors in live cells, primary screen, fluorescence polarization, HEK cells, FAbetaB substrate; Insulin-degrading enzyme (Homo sapiens), P14735; FAbetaB cleavage; inhibition, % at 5.59 µM; actives 0.41% (n = 320,000); AID 434962, 2010;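 active = percent inhibition above the average of all tested compounds plus 3 SD, set per screening campaign, cut at about 16% in these data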;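 note: IDE supplied by intact live HEK cells; FP after avidin binding of uncleaved biotin substrate so inhibition keeps polarization high; 0% = DMSO wells and 100% = 60 µM reference IDE inhibitor Ii1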
MEKK2 mut-MEK5: MEK5 binding signal on mutant MEKK2 PB1, primary screen, biochemical, multiplex bead flow cytometry, Alexa488-MEK5 | Alexa488-MEK5 binding to MEKK2 mutant | percent response, % at 10 µM | actives 0.35% (n = 290,000) | AID 1530, 2009; in the data active = percent response above about 24%, passing the limit was not always enough; note: inactives centre near 1; some results filed as inactive read as strong as hits; reference of the scale not given here
MEKK2wt PB1 HTS: modulators of MEK5 binding to wildtype MEKK2, primary screen, biochemical, multiplex bead flow cytometry, Alexa488-MEK5. Alexa488-MEK5 binding to MEKK2 WT; actives lie on both sides. binding response (% of control), % at 10 µM. actives 1.1% (n = 290,000); in the data active = binding response below about 67% or above about 130%
IDE act: human IDE activators in live cells, primary screen, fluorescence polarization, HEK cells, FAbeta-B substrate; Insulin-degrading enzyme (Homo sapiens), P14735; FAbeta-B cleavage; 0% vehicle, 100% cell-free pure enzyme wells; activation, % at 5.96 µM; actives 0.073% (n = 340,000); AID 493087, 2011;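 active = activation above the mean of all tested compounds plus 3 SD, set per screening campaign, cut at about 17% in these data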
The depositor's hits bear a star; / = no result given; [ ] = remark or other dose. Not all compounds are listed; count on the stated rates, not on these rows.

SMILES	p-CIP stab down	PfM18AAP inh	MEKK3 PB1 HTS	NALP1 yeast inh	UBC9 SUMO inh	IDE cell inh	MEKK2 mut-MEK5	MEKK2wt PB1 HTS	IDE act
Cc1ccc(C2=NN(CC(=O)NCCN(C)C)C(=O)CC2)cc1	-14	-4	109	5	23	-4	10	111	0
COC(=O)c1ccc(NC(=O)COc2ccc3c(c2)OCO3)cc1	-17	-2	100	-4	0	-5	2	101	3
O=C(CCCN1C(=O)/C(=C/c2ccccc2)SC1=S)N1CCOCC1	15	-5	96	4	-6	3	-10	90	1
Cc1nnc(-c2cnn(C)c2N)n1Cc1cccc(Cl)c1	-13	-6	101	15	17	-2	2	102	3
COCCNc1c2c(nc3ccccc13)CCC2	7	5	102	4	-14	0	3	104	0
COc1ccc(-c2nnc(SC(C)C(=O)Nc3nccs3)n2Cc2ccccc2)cc1OC (stereo unspecified)	-5	5	95	14	14	2	-4	94	-2
Cc1ccc(NC(=S)NC(=O)/C=C/c2ccc(Cl)cc2)cc1	-8	-1	100	27	16	-1	-1	97	0
CC(=O)n1nc(-c2ccc(C)cc2)nc1NCc1ccco1	1	-12	104	5	2	/	-9	100	-2
Cc1cc(-c2nnc(CCC(=O)NCc3cc(F)cc(C(F)(F)F)c3)o2)no1	-20	2	102	2	-2	0	5	106	7
N#Cc1nc(-c2cccc3ccccc23)oc1NCC1CCCO1 (stereo unspecified)	-52	-12	94	7	37	0	-7	93	/
COc1ccc(-c2csc3nc(-c4ccccc4OC)oc(=O)c23)cc1	12	-5	97	10	6	5	-3	94	3
O=C(CSc1nc(O)cc(=O)n1-c1ccccc1)Nc1nc2ccccc2s1	8	0	86	/	9	0	-18	90	6
CCCc1nc2c(=O)n(C)c(=O)nc-2n(C)n1	/	3	94	-4	98*	/	1	99	0
N/C(=N\OC(=O)C(c1ccccc1)c1ccccc1)c1ccccn1	-7	0	2.0*[inhibitor]	6	8	3	1	2.0*[inhibitor]	-1
CCCn1c(CN2CCN(C(=O)OCC)CC2)nc2cc(NC(C)=O)ccc21	-1	3	100	1	1	0	2	105	0
CCC(C)[C@H](NC(=O)C1(c2ccccc2)CCN(C(=O)OC(C)(C)C)CC1)C(=O)N[C@@H](C(=O)O)c1ccccc1 (stereo partly specified)	10	2	94	10	16	-5	-4	96	1
COc1ccc(C(=O)N/N=C/c2ccc3cccc(OCc4ccccc4)c3n2)cc1	-7	-6	106	9	47	6	-3	96	3
C=CCOC(=O)Cn1cnc2c(sc3nc(C)cc(C)c32)c1=O	-11	2	101	-24	2	6	6	98	-1
COc1ccc(Cl)cc1NC(=S)Nc1ccccc1C	7	-5	117	6	-14	-1	0	109	3
CC1(C)CC(=O)C2=C(C1)NC1=C(C(=O)c3ccccc31)C2c1ccc(Cl)cc1 (stereo unspecified)	-9	3	92	27	11	-5	0	90	11
Cn1[nH]c(C(F)(F)F)c(C=NCc2ccc(Cl)cc2)c1=O	-4	6	107	3	5	2	-3	105	-5
COC(=O)c1ccc(-c2nc(CN3CCCN(C(=O)c4ccco4)CC3)c(C)o2)cc1	-6	-13	100	24	10	-4	-2	97	1
COc1ccc(COc2ccccc2C(=O)NCc2ccccc2)cc1F	-18	12	78	/	3	-3	-1	76	3
COc1cc(NS(=O)(=O)c2ccc3c(c2)n(C)c(=O)n3C)cc(OC)c1	-15	9	99	4	5	3	5	102	2
Cc1c(-n2c(SCC(=O)C(C)(C)C)nc3ccccc3c2=O)c(=O)n(-c2ccccc2)n1C	-8	4	97	11	32	-6	-1	97	4

The final 3 records of the part above come first, to join the parts:
SMILES	p-CIP stab down	PfM18AAP inh	MEKK3 PB1 HTS	NALP1 yeast inh	UBC9 SUMO inh	IDE cell inh	MEKK2 mut-MEK5	MEKK2wt PB1 HTS	IDE act
COc1ccc(COc2ccccc2C(=O)NCc2ccccc2)cc1F	-18	12	78	/	3	-3	-1	76	3
COc1cc(NS(=O)(=O)c2ccc3c(c2)n(C)c(=O)n3C)cc(OC)c1	-15	9	99	4	5	3	5	102	2
Cc1c(-n2c(SCC(=O)C(C)(C)C)nc3ccccc3c2=O)c(=O)n(-c2ccccc2)n1C	-8	4	97	11	32	-6	-1	97	4
O=C(CSc1nnc(-c2ccncc2)n1-c1ccccc1)NC1CC1	-10	-1	98	9	14	6	-1	100	-1
COc1cc(NC(=O)CN2C(=O)c3ccccc3Sc3ccc(C(=O)N4CCOCC4)cc32)cc(OC)c1OC	-4	2	98	2	-16	-1	-11	88	6
O=c1[nH]c(CSc2nnc(-c3cccnc3)n2C2CCCCC2)nc2ccccc12	-14	-6	/	-4	12	5	/	/	-17
Cc1cc(S(=O)(=O)Nc2cc(C)c(O)c(C)c2)c(C)s1	-6	-2	110	40*	-7	6	7	114	8
Cn1nnnc1SCCNCc1ccccc1OCc1ccccc1Cl	-3	2	106	5	4	-5	4	112	3
CCCOC(=O)c1ccc(NC(=O)c2c(Cl)ccc(Cl)c2OC)cc1	0	-4	99	29	-14	-1	1	98	-1
O=C(Nc1ccc(NC(=S)NC(=O)c2ccccc2Cl)cc1)c1cccc(Cl)c1	/	2	94	/	/	8	-5	97	1
COC(=O)C1CN(C(=O)COc2ccc(C)cc2)c2ccccc2O1 (stereo unspecified)	0	-1	100	16	12	0	0	100	0
Cc1ccc(NC(=O)Cc2c(Cl)cccc2Cl)cc1S(=O)(=O)N(C)C	-8	-5	108	29	4	-3	-1	111	5
Cc1ccc(OCc2nc(-c3cccnc3)no2)cc1C	2	0	110	12	-7	6	3	97	-7
Cn1cccc1/C=N/NC(=O)CSc1nc2ccccc2[nH]1	-3	17	104	-11	10	-2	0	100	/
O=C(NCCCNC(=O)c1ccc(-c2cccc(Cl)c2)o1)c1cnccn1	-2	-16	95	15	-6	0	-8	90	-2
NC(=S)N=Nc1c(O)[nH]c2c(Br)cc(Br)cc12	0	4	97	1	11	2	-1	97	/
Cc1ccsc1/C=C1\SC(=S)N(CC2CCCO2)C1=O (stereo unspecified)	-21	-5	99	13	4	-1	-4	79	7
CC(C)CCN1CCN(Cc2ccc(N3CCNC3=O)cc2)CC1CCO (stereo unspecified)	4	2	106	4	10	0	14	115	4
c1cncc(CNc2ncnc3sc4c(c23)CCC4)c1	2	4	98	7	6	-7	-7	98	6
Oc1ccc(C=NCCc2ccccc2)cc1	-4	-5	106	6	21	-5	6	105	7
O=C(N/N=C1\CCCc2c1[nH]c1ccc([N+](=O)[O-])cc21)c1ccncc1	-14	2	100	23	-1	1	3	89	/
COc1ccc(COc2ccc(C3C(S(=O)(=O)c4ccccc4)CON3C)cc2OC)cc1 (stereo unspecified)	-6	3	105	5	-2	0	1	102	5
COC(=O)C1(C(C[N+](=O)[O-])c2ccco2)C(=O)NCC1c1ccccc1 (stereo unspecified)	-16	-12	103	14	15	-2	11	101	/
CCOc1ccc(C(=O)Nc2ccccc2OC(F)F)cc1	4	5	94	5	10	-1	-2	99	1
O=C(O)/C=C/c1ccccc1Oc1ccccc1	5	-9	116	38	13	0	7	122	3
CC(C)c1ccc(S(=O)(=O)/N=C2\C=C(NS(=O)(=O)c3ccccc3)C(=O)c3ccccc32)cc1	4	4	104	28	33	-2	-6	105	4
O=C(c1cccnc1)C1Cc2ccccc2C1=O (stereo unspecified)	-7	-4	99	26	22	3	-11	96	-5
O=C(c1ccccc1)N1CCN(C(=O)c2cccnc2)CC1	0	-8	90	7	0	-2	0	90	4

Continued.
SMILES	p-CIP stab down	PfM18AAP inh	MEKK3 PB1 HTS	NALP1 yeast inh	UBC9 SUMO inh	IDE cell inh	MEKK2 mut-MEK5	MEKK2wt PB1 HTS	IDE act
COc1ccc(N2CCSC2C(=O)NN)cc1 (stereo unspecified)	-10	-17	99	18	-1	-3	13	102	3
Cn1c(/C(C#N)=C(\O)CN2CCN(Cc3ccccc3)CC2)nc2ccccc21	-11	1	104	3	21	-2	1	105	-3
COc1ccc(NC(=O)CN2C(=O)NC3(CCCC3)C2=O)cc1	-4	-3	104	-1	-5	2	-3	103	3
CCOC(=O)C1=C(c2ccccc2)NC(SCC(=O)NC2CCCCC2)=C(C#N)C1c1ccco1 (stereo unspecified)	-8	3	81	12	-20	0	-15	81	0
CC(C)=NOC(=O)c1ccc(-c2ccccc2)cc1	-3	0	94	42	-7	-3	-2	97	-5
CC(=O)/C=C(\C)Nc1ccccc1O	-14	29*	95	43*	28	-3	3	97	3
CCN(CC)C(=O)c1cn(CCC#N)nc1-c1ccc(F)cc1	4	2	103	-4	-12	6	9	107	-5
Cc1sc2ncnc(Sc3nnnn3-c3ccccc3)c2c1C	3	7	78*[inhibitor]	18	24	10	-14	81	2
CCc1ccc(-c2csc3ncn(CC)c(=O)c23)cc1	3	0	103	9	2	-1	-9	102	3
COc1ccc(-c2csc(NC(=O)CN3C(=O)CCC3=O)n2)cc1OC	-17	0	102	27	-4	-7	13	101	2
O=C(NC1CCS(=O)(=O)C1)N1CCCCC1 (stereo unspecified)	-5	7	90	-19	16	2	-3	90	4
COc1cc(C(=O)NNc2nc3cc4c(cc3s2)OCO4)cc(OC)c1OC	5	41*	116	13	-12	-5	2	104	-2
c1ccc(-c2ccc(-c3ccccn3)s2)nc1	-2	-5	101	21	16	6	-4	88	4
CCOc1ccc(CN(C)C(C)C(=O)NCCc2ccc(F)cc2)cc1 (stereo unspecified)	-5	-13	102	25	0	0	-6	101	-3
O=C(Nc1ccccc1C(=O)N1CCCCC1)c1ccc(Cl)cc1Cl	-7	2	97	-7	-8	6	-1	93	-4
COc1ccccc1C(=O)C1CCCN(C(=O)c2cn3cc(Cl)ccc3n2)C1 (stereo unspecified)	3	-5	102	-14	-3	3	-13	93	1
Cn1c(NC(=O)c2ccc(S(=O)(=O)N3CCOCC3)cc2)cc(=O)n(C)c1=O	-5	-1	107	36	21	-1	3	102	4
CC(=O)Oc1ccc(C23CC4CC(CC(C4)C2)C3)cc1C(=O)O	-12	-16	105	27	20	-2	5	104	/
Cc1c(OCC(=O)N2CCC(C(=O)NCCCC(=O)O)CC2)ccc2c1oc(=O)c1ccccc12	2	4	97	12	21	-1	0	96	-7
Cc1ccc(C)c(N2CCN(CCN3CCCCC3)CC2)c1	-2	7	105	13	7	-3	8	109	3
C=CC[n+]1c(-c2ccc(Cl)cc2Cl)csc1Nc1c(C)n(C)n(-c2ccccc2)c1=O	-14	4	100	-1	0	0	1	100	6
Cc1nc2ccc(C(=O)N3CCN(c4ccccn4)CC3)cc2s1	-14	-2	106	6	-4	-3	8	108	0
CCCOc1ccccc1C(=O)N(Cc1ccc(C)o1)C1CCS(=O)(=O)C1 (stereo unspecified)	-9	-21	99	10	-11	-2	0	95	4
COc1ccccc1N1CCN(C(=O)CSc2nnc3n2C(C)(C)Cc2ccccc2-3)CC1	-20	1	100	-3	18	7	4	104	-2
COc1ccc(OC)c(Nc2nc(-c3c(C)nc4ncccn34)cs2)c1	-12	9	105	22	1	6	3	111	1
Cc1ccc(C2CC(c3ccco3)=NN2S(C)(=O)=O)cc1 (stereo unspecified)	1	-6	111	28	7	4	0	104	2
COc1ccc(S(=O)(=O)NC2CCCCC2)cc1C	-1	4	101	18	6	-12	7	111	1
O=C(O)C(Cc1ccccc1)N1C(=O)/C(=C/c2cccnc2)SC1=S (stereo unspecified)	0	15	65	-1	11	0	-17	73	-1

Assay outcomes from PubChem.
